Screening data (PubChem)
USP1-UAF1 inh = Inhibitors of USP1/UAF1: Primary Screen; Ubiquitin carboxyl-terminal hydrolase 1 (Homo sapiens), O94782; Potency, µM (highest dose often 57.1 µM), for inactives: at the top dose activity change, negative = inhibition, most hits filed as inhibitors; recombinant USP1/UAF1, Ub-Rhodamine cleavage fluorescence; 0.23% of 390,000 active; further: potency means the concentration at half of the fitted maximal effect; on the % scale 0 is the no-effect control and ±100 the full control effect; nearly all actives have a fitted effect of over 60% in size; inactives centre near -12
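USP1/UAF1 complex (1 nM) preincubated 15 min at room temperature with compound, then Ub-Rho substrate (150 nM final) added. Kinetic fluorescence at 480/540 nm over 6 reads at 60 s intervals; 50 mM HEPES pH 7.8, 0.5 mM EDTA, 0.1 mg/ml BSA, 1 mM TCEP, 0.01% Tween-20.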
GRP78 ERSR act = qHTS for Inducers of the Endoplasmic Reticulum Stress Response (ERSR) in Human Glioma: qHTS; Potency, µM, for inactives: at the highest dose activation, actives largely listed as activators; 0.02% of 420,000 active; U87-MG GRP78 promoter luciferase reporter, 16 h; AID 602332, 2012; further: potency means the concentration at half of the fitted maximal effect; series mostly up to about 76 µM; % of control where 0% means no effect; nearly all actives have a fitted effect of over 35% in size
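Stably transfected U87-MG human glioma cells carrying a GRP78-based luminescent sensor were seeded at 1000 cells/well, pin-dosed with compounds and incubated 16 h. Luciferase reagent was then added, and end-point luminescence was read after 10 min at room temperature.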
RXFP1 ag = qHTS Assay for Agonists of the Relaxin Receptor RXFP1; Potency, µM (top dose mostly 57.5 µM), for inactives: at the highest dose activation, hits mostly activators; 0.3% of 370,000 active; HEK293T-RXFP1 cAMP TR-FRET, 30 min; response scale: percent of porcine relaxin response, buffer zero; Relaxin receptor 1 (Homo sapiens), Q9HBX9; further: potency means the concentration at half of the fitted maximal effect; on the % scale 0 is the no-effect control and ±100 the full control effect; nearly all actives have a fitted effect of over 60% in size; many of its hits are not listed in these tables
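Agonist response is measured as cAMP accumulation in an RXFP1-transfected HEK293T line under PDE4 inhibition. Values are scaled between buffer-only and 29 nM porcine relaxin, and EC50s come from standard Hill equation fits.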
LDHA block = qHTS assay for inhibitors of human lactate dehydrogenase. L-lactate dehydrogenase A chain (Homo sapiens), P00338. purified LDHA, NADH/diaphorase-resazurin fluorescence; hits give low values. activity change, % (values are at about 110 or 230 µM). 0.15% of 480,000 active. AID 1347041, 2019; in the data active means activity change below about -30%; inconclusive means mostly about -25% to -30%;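 further: plate controls were DMSO wells for no effect and wells without enzyme for full effect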
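Remaining NADH was detected by diaphorase (0.133 mg/mL) converting 37 µM resazurin to fluorescent resorufin, read at 0 and 20 minutes. The preceding 5-minute room-temperature reaction used 2 nM LDHA, 0.2 mM sodium pyruvate and 0.06 mM NADH at pH 7.4.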
Vif-APOBEC3F blk = qHTS for Inhibitors of Vif-A3F Interactions: qHTS; HeLa A3F-eYFP + Vif (tagged APOBEC3F with the HIV-1 protein that degrades it), YFP fluorescence increase; Potency, µM (highest dose often 46.1 µM), for inactives: at the highest dose activity, negative = active; 0.2% of 390,000 active; further: potency means the concentration at half of the fitted maximal effect; % of control where 0% means no effect; nearly all actives have a fitted effect of over 65% in size
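Fluorescence increase (Ex 488/Em 500-530) after overnight compound treatment at 37 deg C flags inhibition of Vif-driven A3F-eYFP loss in stable HeLa A3F-eYFP/Vif cells seeded overnight beforehand.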
TrxR1 substrate = qHTS Assay for Substrates of Mammalian Selenoprotein Thioredoxin Reductase 1 (TrxR1): qHTS. Thioredoxin reductase 1, cytoplasmic (Rattus norvegicus), O89049. purified TrxR1 substrate turnover, NADPH consumption readout. Potency, µM (doses to about 114 µM), for inactives: top-dose activity change, negative = substrate turnover. 0.01% of 390,000 active. AID 588456, 2011; further: potency means the concentration at half of the fitted maximal effect; on the % scale 0 is the no-effect control and ±100 the full control effect; nearly all actives have a fitted effect of over 50% in size
Target sequence (O89049 whole entry, looked up): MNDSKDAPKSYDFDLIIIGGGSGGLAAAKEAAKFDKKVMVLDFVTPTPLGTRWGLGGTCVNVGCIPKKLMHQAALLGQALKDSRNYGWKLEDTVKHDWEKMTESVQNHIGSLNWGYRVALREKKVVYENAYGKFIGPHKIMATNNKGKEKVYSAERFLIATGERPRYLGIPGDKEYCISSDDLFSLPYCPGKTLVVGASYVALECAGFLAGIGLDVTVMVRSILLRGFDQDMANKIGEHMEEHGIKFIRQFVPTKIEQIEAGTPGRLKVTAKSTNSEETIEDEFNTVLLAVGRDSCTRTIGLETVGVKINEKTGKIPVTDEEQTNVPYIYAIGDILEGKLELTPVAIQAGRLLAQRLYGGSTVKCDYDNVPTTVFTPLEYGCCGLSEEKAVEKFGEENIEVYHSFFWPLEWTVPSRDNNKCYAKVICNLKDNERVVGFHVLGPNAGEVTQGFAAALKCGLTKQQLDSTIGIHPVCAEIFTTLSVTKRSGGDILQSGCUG
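Rat TrxR1, dispensed at 90 nM, was prereduced with 400 uM NADPH (final) for 5 min at ~22 deg C, then incubated with compound 15 min before 400 uM selenite. A first-read NADPH fluorescence drop versus no-compound background flagged substrates.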
Vif-APOBEC3G blk = qHTS for Inhibitors of Vif-A3G Interactions: qHTS. Potency, µM (series often up to 46.1 µM), without a hit: at the highest dose activity, negative = active, actives largely listed as inhibitors. DNA dC->dU-editing enzyme APOBEC-3G (Homo sapiens), Q9HC16. HeLa A3G-eYFP + Vif (tagged APOBEC3G with the HIV-1 protein that degrades it), YFP fluorescence, overnight. 0.076% of 410,000 active;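 further: potency means the concentration at half of the fitted maximal effect; on the % scale 0 is the no-effect control and ±100 the full control effect; nearly all actives have a fitted effect of over 60% in size; hits raise eYFP signal because A3G escapes Vif-driven loss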
Target sequence (Q9HC16 whole entry, looked up): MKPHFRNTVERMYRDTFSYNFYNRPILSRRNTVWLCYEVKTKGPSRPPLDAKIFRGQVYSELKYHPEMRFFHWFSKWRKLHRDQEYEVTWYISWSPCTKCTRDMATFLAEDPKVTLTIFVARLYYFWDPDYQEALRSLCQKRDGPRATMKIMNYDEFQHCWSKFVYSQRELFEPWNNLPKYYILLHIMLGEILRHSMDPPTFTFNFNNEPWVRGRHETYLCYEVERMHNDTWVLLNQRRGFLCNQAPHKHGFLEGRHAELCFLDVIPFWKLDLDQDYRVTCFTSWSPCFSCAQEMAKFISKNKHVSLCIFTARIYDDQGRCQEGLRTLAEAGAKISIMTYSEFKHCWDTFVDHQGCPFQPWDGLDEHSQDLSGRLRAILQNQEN
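HeLa cells stably expressing Vif and C-terminally eYFP-tagged A3G, seeded overnight at 37 deg C, then exposed to compound by pintool overnight at 37 deg C. Rise in yellow fluorescence (Ex 488/Em 500-530, Acumen) marks blocked Vif-driven A3G degradation.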
IDH1 R132H inh = qHTS for Inhibitors of mutant isocitrate dehydrogenase 1 (IDH1): qHTS. Isocitrate dehydrogenase [NADP] cytoplasmic (Homo sapiens), O75874. IDH1-R132H enzyme, NADPH consumption, diaphorase/resazurin fluorescence. Potency, µM (titrated, usually from 76.6 µM), inactives show top-dose activity change, negative = inhibition, usual class: inhibitors. 0.093% of 390,000 active. AID 602179, 2012; further: potency means the concentration at half of the fitted maximal effect; on the % scale 0 is the no-effect control and ±100 the full control effect; nearly all actives have a fitted effect of over 65% in size
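IDH1-R132H (0.5 ug/mL dispensed) in pH 7.5 Tris buffer was preincubated 30 min with compound, then given a substrate mix of 0.016 mM NADPH and 2 mM alpha-KG for 80 min at room temperature; remaining NADPH was read by diaphorase/resazurin fluorescence.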
PI4K2A block = qHTS for small molecular inhibitors of PI4K2A; activity change, negative = inhibition, % at 76.9 µM; 0.13% of 420,000 active; purified PI4K2A, ADP-Glo luminescence, 1 h; hits give low values; Phosphatidylinositol 4-kinase type 2-alpha (Homo sapiens), Q9BTU6; in the data active means activity change below about -50%; inconclusive means mostly about -30% to -49%;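 further: -100% = wells without enzyme as full effect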
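Compounds are screened against recombinant PI4K2A using PI as substrate and ATP, the latter dispensed at 300 microM. Reactions run one hour at ambient temperature before ADP-Glo detection; full inhibition defined by wells lacking enzyme.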
An asterisk follows results filed as active; ? = inconclusive; nt = no result given; & = joins results of further samples; [ ] = remark or other dose. Unless noted, the call rests on the fitted dose curve; in most records, active means well fitted curve in the direction sought with a large enough effect; inconclusive means small, poorly fitted or top-dose-only effect, or another doubt; inactive means no such curve, though single readings can be large; an effect the other way counts as inactive or inconclusive. Only part of the results is shown; rates above refer to the full screens.

SMILES	USP1-UAF1 inh	GRP78 ERSR act	RXFP1 ag	LDHA block	Vif-APOBEC3F blk	TrxR1 substrate	Vif-APOBEC3G blk	IDH1 R132H inh	PI4K2A block
CC1CN=C(N(C(=O)Nc2ccccc2)C(C)C)S1 (configuration not stated)	-16%	-2%	3.2%	-2	5%	28%	-2%	10%	5
Cc1ccc2[nH]c3c(=O)n(N)c(=O)[nH]c3c2c1	-19%	-4%	1.3%	2	0%	51%[activator][57.1 µM]	2%	3%	0
CCOc1ccc(-n2c(SC(C)C)nc3c(c2=O)SCC3)cc1	-10%	-2%	-0.8%	-7	-3%	-15%	1%	2%	1
Cc1cccc(NC(=O)CN(C)S(=O)(=O)c2ccc3c(c2)CCC(=O)N3)c1C	-17%	1%	2.2%	-7	3%	-3%	1%	27%	1
O=C(CNS(=O)(=O)c1ccccc1Br)OCC(=O)N1CCc2ccccc21	-15%	-2%	2.1%	-15	6%	-3%	1%	-2%	0
N#CC1=C(SCc2ccccc2)NC(=O)C(C#N)C12CCCC2 (configuration not stated)	-7%	0%	-0.9%	0&-1	-21%	7%[57.1 µM]	-1%	10%	0
COCCOC(=O)C1=C(C)NC(=O)NC1c1ccc(Cl)cc1 (configuration not stated)	-5%	-4%	1.0%	-1	7%	-6%	0%	5%	0
CCOC(=O)Cn1c(=O)cc(C)c2cccc(C)c21	-9%	1%	2.9%	1	-1%	-6%	-5%	1%	-1
CN(C)c1nc(NCc2ccccc2)nc(SCC(=O)Nc2ccccc2Cl)n1	-26%	-6%	-1.0%	-1	-11%	6%	-2%	0%	0
CCC[C@H]1CN(Cc2cccnc2)C(=O)[C@@H]1CC(=O)Nc1ccc(Br)cc1	-15%	-2%	nt	2	1%	nt	1%	-11%	-1
COc1ccccc1CN1CC(C(=O)N2CCN(c3ccc(F)cc3)CC2)CC1=O (configuration not stated)	0%	-2%	0.2%	-2	1%	8%	-1%	2%	0
CC(C)N(C(=O)CS(=O)(=O)c1ccc(Cl)c(Cl)c1)C(C)C	-4%	0%	1.0%	-5	11%	7%[57.1 µM]	0%	3%	-13
CCCCCCCC1CC(CSc2ncn[nH]2)OC1=O (configuration not stated)	-13%	-3%	0.1%	-4	7%	8%	0%	-3%	-2
CC(=O)Nc1cc(-c2cccnc2)cn2c(-c3cccc(C(F)(F)F)c3)cnc12	nt	2%	nt	4	nt	nt	-9%	nt	-8
COc1ccc(/C=C/c2nc3sc4c(c3c(=O)o2)CCC4)cc1	0%	-2%	nt	-3	3%	1%	0%	6%	4

Four compounds from above, ordered by the value under TrxR1 substrate, falling:
mol | USP1-UAF1 inh | RXFP1 ag | LDHA block | TrxR1 substrate | IDH1 R132H inh | PI4K2A block
COc1ccccc1CN1CC(C(=O)N2CCN(c3ccc(F)cc3)CC2)CC1=O (configuration not stated) | 0% | 0.2% | -2 | 8% | 2% | 0
CN(C)c1nc(NCc2ccccc2)nc(SCC(=O)Nc2ccccc2Cl)n1 | -26% | -1.0% | -1 | 6% | 0% | 0
O=C(CNS(=O)(=O)c1ccccc1Br)OCC(=O)N1CCc2ccccc21 | -15% | 2.1% | -15 | -3% | -2% | 0
CCOC(=O)Cn1c(=O)cc(C)c2cccc(C)c21 | -9% | 2.9% | 1 | -6% | 1% | -1

Going on with the list:
SMILES	USP1-UAF1 inh	GRP78 ERSR act	RXFP1 ag	LDHA block	Vif-APOBEC3F blk	TrxR1 substrate	Vif-APOBEC3G blk	IDH1 R132H inh	PI4K2A block
O=c1c2cc3c(cc2[nH]c(=S)n1C1CCN(Cc2ccccc2)CC1)OCO3	-10%	-2%	7.4%	0	-2%	9%	0%	4%	4
C=CCNC(=O)c1cccc(NS(=O)(=O)c2ccc(Cl)cc2)c1	-12%	-5%	2.1%	0	15%	0%[11.4 µM]	-8%	-1%	-3
Cc1ccc(Nc2nc(CSc3nnc(-c4ccccc4C)n3C)cs2)cc1	4%	3%	0.5%	0	-15%	-7%	-7%	-1%	0
COc1ccc(OS(=O)(=O)c2ccc(N3C(=O)CCC3=O)cc2)cc1	-18%	-8%	-0.6%	-8	-17%	-3%	0%	-2%	-5
CCN1CCN(C(=O)c2ccc(CS(=O)(=O)Cc3ccccc3F)o2)CC1	8%	1%	-0.1%	-4	-1%	3%	0%	13%	1
CCNC(=O)NC(=O)COC(=O)CNC(=O)COc1ccccc1	-26%	-3%	1.7%	-4	-1%	-2%	3%	7%	1
CC1C(=O)C(C)C(c2cc(Br)ccc2O)NC1c1cc(Br)ccc1O (configuration not stated)	-19%	-13%	nt	-2	6%	-2%	-9%	-8%	4
Cc1cccc(-c2cccc(NC(=O)C3CCCN(Cc4cccnc4)C3)c2)c1 (configuration not stated)	-9%	-4%	-1.5%	-1	-4%	-9%	-12%	1%	-7
O=C(C1CCN(C2CC(=O)N(c3cccc(Cl)c3)C2=O)CC1)N1CCCCCC1 (configuration not stated)	-10%	-7%	-0.1%	-4	11%	4%[57.1 µM]	-1%	-1%	-6
C=CC[C@@H](CC(=O)N[C@H](CO)Cc1ccccc1)C(=O)N[C@H](COC(=O)[C@@H](CC=C)CC(=O)OC(C)(C)C)Cc1c[nH]c2ccccc12	12%	-1%	nt	6	1%	-10%[57.1 µM]	-15%	1%	-1
COC(=O)C1(C)NCCc2c1[nH]c1ccccc21 (configuration not stated)	-6%	-4%	0.1%	-9	-10%	1%[57.1 µM]	1%	14%	3
Cc1cccc(Cn2c(SCc3ccc(C(=O)NC4CCCCC4)cc3)nc3cccnc32)c1	-21%	-4%	2.0%	-3	2%	10%	-2%	-8%	0
CCCCN(CCCNC(=O)c1c(C)cc(=O)oc1C)c1ccccc1	-22%	1%	-0.9%	0	-5%	-11%	2%	5%	3
C/C(=N\NC(=O)c1ccc(N2CCCC2=O)cc1)c1ccc(O)cc1O	-11%	-4%	0.5%	-4	-9%	1%	8%	-3%	1
Cc1ccc(S(=O)(=O)c2c(C)nn(C(C)(C)C)c2OC(=O)CC(C)C)cc1	-20%	-2%	1.6%	-3	-14%	-3%	0%	10%	-3
COc1ccc(N2CCN(C3CCCN(S(=O)(=O)c4ccccc4)C3)CC2)cc1 (configuration not stated)	1%	-4%	-2.6%	0	-1%	-10%	1%	6%	-2
COc1ccc(CN(C)C(=O)C2CCN(C(=O)Nc3ccccc3)CC2)cc1	-20%	-2%	-0.8%	-3	-18%	-1%	4%	6%	-3
COc1ccc(N(C(=O)/C=C\C(=O)Nc2ccc(C)cc2)C(C(=O)NCc2ccco2)c2ccc(C)cc2)cc1 (configuration not stated)	-23%	-3%	3.9%	2	1%	1%[57.1 µM]	0%	-11%	-7
CCN(CC)C(=O)CSc1nc2sc3c(c2c(=O)n1CCCOC)CCC3	-4%	-4%	-3.8%	-7	-7%	-10%	-2%	-2%	-5
O=C(CNc1ccccc1)N/N=C/c1c(O)ccc2ccccc12	?	-5%	0.2%	-9	-1%	4%	-10%	-2%	-2
O=C(CC1SC(=O)N(Cc2ccccc2)C1=O)Nc1nccs1 (configuration not stated)	-7%	3%	2.1%	-5	2%	-5%	3%	-3%	1
COC(=O)c1c(C)[nH]c(C)c1-c1ccccc1	-16%	-2%	-1.6%	-8	-9%	11%[57.1 µM]	4%	6%	-2
Cc1cccc(NC(=S)/N=C(\N)Nc2nc(C)c3ccccc3n2)c1	-12%	-3%	1.4%	-4	?	0%[57.1 µM]	-9%	6%	-1
CCc1nc(C)cn1S(=O)(=O)c1cc(OC)c(C)cc1C	-4%	-3%	-0.1%	-1	3%	10%[57.1 µM]	3%	4%	0

Another view of some results above.
SMILES,USP1-UAF1 inh,GRP78 ERSR act,RXFP1 ag,LDHA block,Vif-APOBEC3F blk,TrxR1 substrate,Vif-APOBEC3G blk,IDH1 R132H inh,PI4K2A block
CCN(CC)C(=O)CSc1nc2sc3c(c2c(=O)n1CCCOC)CCC3,-4%,-4%,-3.8%,-7,-7%,-10%,-2%,-2%,-5
COc1ccc(N2CCN(C3CCCN(S(=O)(=O)c4ccccc4)C3)CC2)cc1 (configuration not stated),1%,-4%,-2.6%,0,-1%,-10%,1%,6%,-2
O=C(CC1SC(=O)N(Cc2ccccc2)C1=O)Nc1nccs1 (configuration not stated),-7%,3%,2.1%,-5,2%,-5%,3%,-3%,1
